Compound activity from PubChem BioAssay.
CHT inh = inhibitors of human choline transporter CHT; CHT-expressing cells, membrane potential dye, choline response; stronger effect = lower value; B-score at 10 µM; actives 0.86% (n = 310,000); AID 488975, 2010;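 active = B-score over 3 SD under the library average, and starting fluorescence ratio not unusually high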;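 also: choline stimulus applied at its EC90 after an EC20 pre-addition; B-score computed on integrated fluorescence ratio after choline addition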
Target sequence (Q9GZV3 whole entry, looked up): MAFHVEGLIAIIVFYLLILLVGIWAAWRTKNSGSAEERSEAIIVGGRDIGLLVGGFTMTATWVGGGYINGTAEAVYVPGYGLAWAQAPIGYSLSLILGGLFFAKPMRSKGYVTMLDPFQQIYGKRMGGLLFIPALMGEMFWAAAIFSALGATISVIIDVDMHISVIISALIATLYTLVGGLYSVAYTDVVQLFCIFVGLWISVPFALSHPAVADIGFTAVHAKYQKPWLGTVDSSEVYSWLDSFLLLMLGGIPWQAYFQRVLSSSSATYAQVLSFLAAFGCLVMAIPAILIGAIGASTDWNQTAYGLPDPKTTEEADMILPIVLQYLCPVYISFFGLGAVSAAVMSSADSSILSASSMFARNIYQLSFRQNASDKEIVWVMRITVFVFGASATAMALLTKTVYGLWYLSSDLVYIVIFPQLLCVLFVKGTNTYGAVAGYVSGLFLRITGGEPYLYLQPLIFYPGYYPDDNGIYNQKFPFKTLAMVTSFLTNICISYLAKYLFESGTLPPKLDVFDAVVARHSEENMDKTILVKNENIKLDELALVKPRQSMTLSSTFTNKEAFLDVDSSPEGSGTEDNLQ
CHT PAM = CHT positive allosteric modulators, primary screen, cell-based, membrane potential dye, choline EC20. CHT-expressing cells; stronger effect = higher value; LV-AA mutant CHT in HEK293 cells. B-score at 10 µM. actives 0.49% (n = 310,000). AID 488977, 2010;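 active = initial fluorescence not abnormally high and integrated response B-score, plate-corrected, over 3 SD above library mean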
Active calls of the source: *; i = inactive.

smiles | CHT PAM | CHT inh
C=CCn1c(/N=C/c2ccc3c(c2)OCO3)nc2ccccc21 | i | i
CCOC(=O)CSc1ncnc2c1cnn2-c1ccccc1 | i | i
CCN(CC)C(=O)C1CCCN(Cc2ccc(OC)c(C)c2C)C1 (stereo not given) | i | i
COc1ccc(-n2c(SCC(=O)Nc3ccc(Cl)cc3)nc(O)c(Cc3ccccc3)c2=O)cc1 | i | i
Cc1nc(-c2ccc(F)cc2)c(CC(=O)N(C)CC(=O)Nc2ccc(Br)cc2C)s1 | i | i
COc1cccc(C(=O)NCC(=O)N2CCC3(CC2)NCCc2[nH]cnc23)c1 | i | i
CC(C)C(=O)Nc1ccc(C(=O)N/N=C/c2cc(Br)cc(Br)c2O)cc1 | i | i
CC(C)CNC(=O)CC1Nc2ccccc2NC1=O (stereo not given) | i | i
COc1ccc(-c2nnn(CC(=O)N(CCN3CCOCC3)C(C(=O)NC3CCCCC3)c3ccco3)n2)cc1 (stereo not given) | i | i
CCOC(=O)c1nnc(-c2ccccc2)o1 | i | i
COc1ccc(CCNC(=O)C2CCCN(S(=O)(=O)N3CCCCCC3)C2)cc1OC (stereo not given) | i | i
Cc1cc(NC(=O)Nc2cccc3ccccc23)no1 | i | i
Cc1ccccc1CN1CCCNC1=O | i | i
O=C(CN1CCN(Cc2ccccc2Cl)C1=O)NCCCN1CCOCC1 | i | i
Cc1ccccc1-c1cccc(CN2CCN(C)C(CCO)C2)c1 (stereo not given) | i | i
O=C(N/N=C/c1cc2c(cc1Cl)OCO2)c1cc(-c2ccccc2)n[nH]1 | i | i
O=C(CNC(=O)c1ccccc1)NCCc1nc2ccccc2[nH]1 | i | i
CC(=O)C1=C(O)C(=O)N(CCCO)C1c1ccccc1 (stereo not given) | i | i
O=C(COC(=O)c1c[nH]c(=O)[nH]c1=O)NCc1ccccc1 | i | i
CC1CCN(c2[nH]c(=S)c(C#N)c3c2CCCC3)CC1 | i | i
CN(CC(=O)Nc1ccccc1Sc1ccccc1)C1CCCCC1 | i | i
CC(C)=CCN1CCN(Cc2cn(C(C)C)c3ccccc23)CC1CCO (stereo not given) | i | -5*
COC(=O)c1sccc1NC(=O)Nc1cccc(Cl)c1Cl | i | i
COc1ccc(/C=C2\N=C(SC)N(C)C2=O)cc1 | i | i
CCN(CC)CCCNC(=O)c1ccc2c(Cl)c3c(nc2c1)CCCC3 | i | i

Next part.
smiles | CHT PAM | CHT inh
CCOc1cc(/C=C2\SC(=O)N(c3ccc(O)cc3)C2=O)ccc1O | i | i
COC(=O)c1ccccc1NC(=O)CN(c1cc(OC)ccc1OC)S(C)(=O)=O | i | i
COC(=O)[C@H]1Cc2c([nH]c3ccccc23)[C@H](c2ccccc2)N1 | i | i
COc1ccc(-c2[nH]ncc2C=O)cc1 | i | i
Cc1cc(C(=O)CN2C(=O)C(=O)N(Cc3ccccc3)C2=O)c(C)n1-c1ccc2c(c1)OCCO2 | i | i
CC1(C)CC(=O)/C(=C(\O)Cc2ccccc2)C(=NCCCCCC(=O)O)C1 | i | i
CN(CC(=O)Nc1cccc(F)c1)C(=O)c1ccc(N2CCCCC2)c([N+](=O)[O-])c1 | i | i
CCC1(CC)Cc2ccccc2C(N)=C1C#N | i | i
COc1cc(C2/C(=C(\O)c3ccc4c(c3)CC(C)O4)C(=O)C(=O)N2CCCn2ccnc2)ccc1O (stereo not given) | i | i
Cn1nc(CC(=O)NCCN2C(=O)CSC2=O)c2ccccc2c1=O | i | i
Cc1cccc(NC(=O)C2(c3ccccc3)CCOCC2)c1 | i | i
COc1cc2c(cc1OC)CN(S(=O)(=O)c1ccc3c(c1)OCCO3)CC2 | i | i
Cn1cc(Cl)c(C(=O)N/N=C/c2ccc(OS(=O)(=O)c3ccccc3)cc2)n1 | i | i
O=C(N/N=C/C=C/c1ccco1)C(O)c1ccccc1 (stereo not given) | i | i
COc1ccc(NC(=O)Cn2cnc3sc(C)c(S(=O)(=O)N4CCN(C)CC4)c3c2=O)cc1OC | i | i
CCOC(=O)Cc1csc(NC(=O)c2cc(=O)c3ccccc3o2)n1 | i | i
Cc1ccc(NC(=O)NNC(=O)Cn2nc(-c3ccccc3)c(-c3ccccc3)c(C#N)c2=O)cc1 | i | i
COc1cc(SC)ccc1C(=O)NCCOc1ccccc1Cl | i | i
O=C(CSc1nc2[nH]ncc2c(=O)n1-c1ccccc1Br)NCc1ccco1 | i | i
COc1cccc(OC)c1CC1SC(=O)NC1=O (stereo not given) | i | i
COc1cc(CC(=O)N(C)CC(=O)Nc2cc(C)ccc2C)cc(OC)c1OC | i | i
CN(C)C(=O)NC(NC(=S)Nc1ccccc1)C(Cl)(Cl)Cl (stereo not given) | i | i
C=CCN(CC=C)CCOc1ccc(C)cc1[N+](=O)[O-] | i | i
COC(=O)CCC(=O)Nc1cccc(C(=O)Nc2cccc(Cl)c2)c1 | i | i
CC(=O)OCCCN1c2ccccc2Nc2nnc(-c3ccccc3)cc21 | i | i

By substructure, those above containing an aryl thioether with sulfur outside any ring.
smiles | CHT PAM | CHT inh
CCOC(=O)CSc1ncnc2c1cnn2-c1ccccc1 | i | i
COc1ccc(-n2c(SCC(=O)Nc3ccc(Cl)cc3)nc(O)c(Cc3ccccc3)c2=O)cc1 | i | i
CN(CC(=O)Nc1ccccc1Sc1ccccc1)C1CCCCC1 | i | i
COc1cc(SC)ccc1C(=O)NCCOc1ccccc1Cl | i | i
O=C(CSc1nc2[nH]ncc2c(=O)n1-c1ccccc1Br)NCc1ccco1 | i | i

(next part)
smiles | CHT PAM | CHT inh
O=C1c2cccc3c(N4CCCCC4)ccc(c23)C(=O)N1c1cccc(O)c1 | i | i
O=C(NNC1=C(C(=O)C(F)(F)F)CCC1)c1ccc(Cl)cc1 | i | -5.1*
Cc1ccc(C(C(=O)NC2CCCC2)N(Cc2cccnc2)C(=O)c2snc(C(N)=O)c2N)o1 (stereo not given) | i | i
COc1ccc(N=C2SC(CC(=O)Nc3ccc(F)cc3)C(=O)N2Cc2ccco2)cc1 (stereo not given) | i | i
CCOC(=O)N1CCc2c(sc(N)c2C#N)C1 | i | i
CCOc1ccc(C(=O)Nc2ccccc2C(=O)O)cc1 | i | i
CCOC(=O)N1CCN(C2CCCN(C(=O)c3cccc(N(C)C)c3)C2)CC1 (stereo not given) | i | i
CCC(C)(C)n1nnnc1C(C(C)C)N1CCC(C(N)=O)CC1 (stereo not given) | i | i
Cc1cccc(NC(=S)NCc2ccncc2)c1C | i | i
CCCCC1(C)Nc2ccccc2-c2nc3ccccc3n21 (stereo not given) | i | i
O=C(CN1CCCC1)NCC12CC3CC(CC(C3)C1)C2 | i | i
Cc1ccc(-n2c(=O)c3sccc3n(Cc3cc(=O)n4cc(Cl)ccc4n3)c2=O)cc1F | i | i
O=C(CN1C(=O)C2CC=C(Cl)CC2C1=O)N1CCOCC1 (stereo not given) | i | i
CCn1cc([N+](=O)[O-])c(C(=O)Nc2cc(C)on2)n1 | i | i
COc1cccc(OC)c1C(=O)Nc1sc2c(c1C(N)=O)CCCC2 | i | i
COc1ccc(NC(=O)c2cc(S(=O)(=O)N3CCCCC3)ccc2OC)cc1 | i | i
COc1ccc(N2CCN(C(=O)C(=O)c3c(C)n(C)c4ccccc34)CC2)cc1 | i | i
Nc1ccc(Cc2nc3c(ccc4ccccc43)[nH]2)cc1 | i | i
Cc1nc2ccccn2c1C(=O)/C=C/c1cccc([N+](=O)[O-])c1 | i | i
COc1ccc(NC(=O)N(CCc2ccccc2)Cc2cc3c(C)cc(C)cc3[nH]c2=O)cc1 | i | i
O=C(Cc1ccc(F)cc1)Nc1cccc(S(=O)(=O)N2CCCC2)c1 | i | i
CCN(CC)c1ccc(NC(=O)c2cccnc2)c(C)c1 | i | i
CCn1c(SCC(=O)NC(=O)NCc2ccco2)nnc1-c1cccs1 | i | i
Cn1c2c(c(=O)n(C)c1=O)C(C(F)(F)F)(C(F)(F)F)N=C(CCC1CCCCC1)N2 | i | i
CCCCN(C(=S)Nc1cccc(SC)c1)C1CCN(C(C)=O)CC1 | i | i

By substructure, those above containing a nitro group on carbon.
smiles | CHT PAM | CHT inh
CN(CC(=O)Nc1cccc(F)c1)C(=O)c1ccc(N2CCCCC2)c([N+](=O)[O-])c1 | i | i
C=CCN(CC=C)CCOc1ccc(C)cc1[N+](=O)[O-] | i | i
CCn1cc([N+](=O)[O-])c(C(=O)Nc2cc(C)on2)n1 | i | i
Cc1nc2ccccn2c1C(=O)/C=C/c1cccc([N+](=O)[O-])c1 | i | i

Other entries follow.
smiles | CHT PAM | CHT inh
O=C(CSc1ccc(-c2ccc(F)cc2)nn1)N1CCCCC1 | i | i
CCOc1ccc(CCNC(=O)c2ccc(CNS(=O)(=O)c3ccccc3)cc2)cc1OCC | i | i
CSC(=S)NCc1cccnc1 | i | i
Cc1cc(C)cc(COc2ccc3c(C)c(CC(=O)O)c(=O)oc3c2C)c1 | i | i
Cc1cc(C)c2oc(C(=O)Nc3ccc(S(=O)(=O)N4CCC(C)CC4)cc3)cc(=O)c2c1 | i | i
Oc1ccc(C23CC4CC(CC(C4)C2)C3)cc1O | i | i
O=C(Nc1ccc(S(=O)(=O)NC2=NCCCCC2)cc1)c1ccco1 | i | i
CC1(C)Cc2c(sc3c2c(=N)n(Cc2ccco2)c(=O)n3Cc2ccccc2)CO1 | i | i
CCn1c(SC(C)C(=O)N2CCOCC2)nc2sc(C)c(C)c2c1=O (stereo not given) | i | i
Cc1cc(-n2cnnn2)cc(C)c1S(=O)(=O)N(C)c1ccccc1 | i | i
CCCc1cc(C(F)(F)F)c(C#N)c(=O)[nH]1 | i | i
Cc1ccc(Cn2c(=N)n(CC(=O)c3ccccc3)c3ccccc32)cc1 | i | i
CC(=O)N1C(Nc2ccc(Cl)cc2)CCN1c1ccccc1 (stereo not given) | i | i
C=CCSc1nnc(-c2nnc(SCC=C)n2-c2ccccc2)n1-c1ccccc1 | i | i
Nc1nc(/C=C/c2cccnc2)nc(-c2ccccc2O)n1 | i | i
COc1ccc2c(c1)c1ncn(Cc3ccco3)c(=O)c1n2C | i | i
O=c1cnnc(N/N=C/C2CC=CCC2)[nH]1 (stereo not given) | i | i
COC(=O)c1ccc(/C=C2/SC(=S)N(CCC(=O)N3CCOCC3)C2=O)cc1 | i | i
Nc1nc(NCc2ccco2)nc(N2CCOCC2)c1[N+](=O)[O-] | i | i
Cc1ccccc1Nc1nc2ccccc2s1 | i | i
CCOC(=O)N1CCN(Cc2nnc(-c3ccccc3C)o2)CC1 | i | i
Cc1nc(Nc2ccccc2F)c2nnn(Cc3ccccc3Cl)c2n1 | i | i
Cn1c(=O)c(C(=O)c2ccc(S(C)(=O)=O)c(Cl)c2Cl)c(O)c2ccccc21 | i | i
CCCCn1c(SCC(=O)NCc2ccco2)nnc1-c1ccoc1C | i | i
Cc1ccc(Cn2ncc3c(N4CCCC4)ncnc32)cc1 | i | i

Compound profiles, as listed above:
Entry for CCOc1ccc(CCNC(=O)c2ccc(CNS(=O)(=O)c3ccccc3)cc2)cc1OCC → CHT PAM: i; CHT inh: i
Entry for CC1(C)Cc2c(sc3c2c(=N)n(Cc2ccco2)c(=O)n3Cc2ccccc2)CO1 → CHT PAM: i; CHT inh: i

Remaining list, next part
smiles | CHT PAM | CHT inh
Cc1cc(C)c2oc(C(=O)N(Cc3ccccc3)c3ccccn3)cc(=O)c2c1 | i | i
Cc1ccc(CSCC(N)C(=O)O)cc1 (stereo not given) | i | i
O=C(Nc1ccc(Cl)cc1)C1CCCN(c2cnccn2)C1 (stereo not given) | i | i
COc1ccc(CNC(=O)CNS(=O)(=O)c2ccc(Cl)cc2)cc1 | i | i
COc1ccc(-c2cc(CNS(=O)(=O)c3cc(OC)ccc3OC)on2)cc1 | i | i
O=C(CCCNC(=O)c1ccc(Cl)cc1)Nc1ccc(Br)cc1 | i | i
CCOC(=O)N1CCC(N2C(=O)c3ccc(C(=O)NCc4ccco4)cc3C2=O)CC1 | i | i
Cc1cc(C)c(-c2c(O)c3c(n(C)c2=O)CC(C)(C)CC3=O)c(C)c1 | i | i
O=C(Nc1ccc(C(=O)NCCCN2CCCCC2)cc1)C1=CSCCO1 | i | i
COc1ccccc1C(=O)NC(CCSC)C(=O)NCC(c1cccs1)N(C)C (stereo not given) | i | i
CCOP(=O)(OCC)C(NC(C)=O)C(=O)c1ccccc1 (stereo not given) | i | i
Nc1[nH]c(N=NC(=O)c2ccccc2O)c2ccccc12 | i | i
COc1ccc(-n2nnnc2CNC(=O)C2CC(=O)N(c3ccc(Cl)cc3)C2)cc1 (stereo not given) | i | i
NNC(=O)c1ccc2[nH]c3c(c2c1)CCCC3 | i | i
COc1ccc(C(=O)Nc2cc(-c3ccccc3)nn2-c2ccccc2F)cc1 | i | i
CC(=O)NC(Cc1ccc(F)c(F)c1)C(=O)NC1CCN(C(=O)c2ccc(Cl)cc2)CC1 (stereo not given) | i | i
O=c1c(-c2ccccc2)coc2c(CN3CCCC3)c(O)ccc12 | i | i
O=C(Nc1nccs1)C1CCCN1S(=O)(=O)c1ccc(F)cc1 (stereo not given) | i | i
CC(=O)Oc1ccccc1C(=O)Nc1ccccc1 | i | i
Cc1oc2ccc(OS(C)(=O)=O)cc2c1C(=O)OC(C)C | i | i
CC(=O)c1ccc(NC(=O)CCNS(=O)(=O)c2cc(Br)cnc2N)cc1 | i | i
CC(C)NCCCOc1ccc(C(C)(C)c2ccccc2)cc1 | i | i
COc1cc(C(=O)NCc2ccncc2)cc(Br)c1OCc1ccccc1 | i | i
CCn1c(=O)c(C(=O)NCCN2CCCCC2)c(O)c2ccccc21 | i | i
C=CCN(CC=C)Cc1c(C)[nH]c2c(C)c(C)ccc2c1=O | i | i
